Screens: PubChem BioAssay, ICCB-Longwood Screening Facility, Harvard Medical School
Polio RdRp inh = poliovirus RdRp elongation inhibitors, primary screen, biochemical, fluorescence polarization, total intensity | poliovirus polymerase elongation; hits give low values | % elongation, % (compound at 16.7 µg/mL) | 150,000 compounds, 0.66% hits; in the data active means % elongation below about 90%; further: some results filed as inactive read as strong as hits
Target sequence (P03300 1749-2209 limits assumed): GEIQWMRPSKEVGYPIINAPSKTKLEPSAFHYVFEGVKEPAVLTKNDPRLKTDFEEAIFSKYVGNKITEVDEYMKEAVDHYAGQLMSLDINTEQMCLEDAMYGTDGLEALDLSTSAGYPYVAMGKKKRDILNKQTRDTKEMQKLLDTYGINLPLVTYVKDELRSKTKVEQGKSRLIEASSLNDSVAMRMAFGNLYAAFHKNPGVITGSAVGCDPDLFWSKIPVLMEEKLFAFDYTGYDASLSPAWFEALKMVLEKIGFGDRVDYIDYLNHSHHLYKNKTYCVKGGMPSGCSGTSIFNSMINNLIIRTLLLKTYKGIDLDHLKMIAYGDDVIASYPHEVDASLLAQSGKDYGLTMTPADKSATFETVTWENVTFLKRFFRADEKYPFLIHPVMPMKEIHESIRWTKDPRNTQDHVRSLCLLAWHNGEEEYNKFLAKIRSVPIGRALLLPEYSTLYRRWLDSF
Polio RdRp inh FP z-score = further read-out of Polio RdRp inh, marked with its call; z-score; measured here: FP z-score; hits read low
Starred values were filed as active, the others as inactive; & = joins results of further samples. These rows are one share of the data; count on the stated rates, not on these rows.

Compound,Polio RdRp inh,Polio RdRp inh FP z-score
COc1ccc(CC(C(=O)O)N2C(=O)c3ccccc3C2=O)cc1 (configuration not stated),102,0
CCn1cc(C(=O)Nc2cccc(Cl)c2)c2cc(OC)c(OC)cc2c1=O,108,0.8
O=C(Cn1c(=O)n(-c2ccc(F)cc2)c(=O)c2sc3ccccc3c21)N1CCCC1,105,0.2
CCc1cccc(NC(=O)CSc2n[nH]c(-c3ccccc3Cl)n2)c1,103,-1.2
O=C(Cn1c(=O)oc2ccccc21)N1CCc2ccccc21,102,0.4
Cc1ccc(CCNC(=O)c2cc3c(=O)oc4ccccc4c3s2)cc1,106,0.2
Cc1cc(NC(=O)Nc2ccccc2)n(-c2ccccc2)n1,105,0.1
Cc1cc(C)cc(NC(=O)C2CCCN2S(=O)(=O)c2ccc3c(c2)CCCC(=O)N3)c1 (configuration not stated),110,0.6
CN(Cc1nc(-c2ccccc2)no1)C(=O)C1CCCCC1,102,0
Cc1cccc(C(=O)OCC(=O)N2CCCc3ccccc32)c1,98,-0.7
CCCc1nn2c(=O)cc(COC(=O)c3cccc(NC(=O)COc4ccccc4C)c3)nc2s1,104,-0.6
CCCOc1ccccc1C1Oc2nc(SC)nnc2-c2ccccc2N1C(C)=O (configuration not stated),107,0.6
Cc1nnc(SCC(=O)NCCc2ccccc2)[nH]c1=O,102,0.1
O=C(COC(=O)C1CC1)Nc1ccc(I)cc1,101,-0.1
O=c1cc(-c2ccccc2)[nH]c2nc3ccccc3n12,99,-0.6
O=C(O)CCCC(=O)c1c[nH]c2ccccc12,106,0.2
NN=C1c2ccccc2-c2ccccc21,101,0.1
Cc1ccc2cc3cc(C(=O)Nc4ccc(F)cc4Cl)oc3nc2c1,97,-2.4
Cc1ccc(-c2noc(C3CCCN(S(=O)(=O)c4ccc5c(c4)OCCO5)C3)n2)cc1 (configuration not stated),101,-0.2
N#CC(C#N)=CNc1cccc(NC(=O)c2cccc(Cl)c2)n1,102,0.2
Cn1ncc(C(=O)N2CCN(c3ccccc3)CC2)c1C1CCN(C(=O)OC(C)(C)C)CC1,107,0.2
COc1ccc(OCC(=O)NC2Sc3c(OC)ccc(OC)c3N2C)cc1 (configuration not stated),101,-0.7
Cc1c(C(=O)NN=Cc2ccc(-c3ccc(Cl)c(C(=O)O)c3)o2)sc(N)c1C#N,100,-0.4
NC(=O)C1(N2CCCCC2)CCN(C2CC(=O)N(CCc3ccccc3)C2=O)CC1 (configuration not stated),99,-0.1
COc1ccc(CC(=O)Nc2nnc3n2CCS3)cc1,107,-0.2
Cn1c(=O)oc2cc(S(=O)(=O)N3CCC(C(=O)N4CCN(c5cccc(Cl)c5)CC4)CC3)ccc21,104,-0.7
CCCCNC(=O)c1ccc2c(=O)n(-c3ccccc3)c(=O)[nH]c2c1,107,0.5
CCCNC(=O)c1ccc(-n2c(C)cc3c2CCCC3)cc1,104,0.5
Cc1ccc2c(COC(=O)c3nc(-c4ccccc4)oc3C)cc(=O)oc2c1,110,1.2
Cc1ccc(Cc2c(C)nc3nc(SCC(=O)NC(C)c4ccccc4)nn3c2C)cc1 (configuration not stated),102,-1
c1ccc(-c2nnn3c2nc(N2CCCC2)c2ccccc23)cc1,102,0.3
COc1ccccc1C(=O)Nc1ccc2nc(N3CCC(C)CC3)cc(C)c2c1,106,0.4
COc1ccc2c(c1)C(C)=CC(C)(C)N2C(=O)CN1C(=O)CCC1=O,104,0.2
Cc1ccc2c(c1)c1c3n2CNCC3CCC1 (configuration not stated),102,0.1
O=C(CN1CCC(C(=O)Nc2ccccc2)CC1)NN1C(=O)NC2(CCCCC2)C1=O,102,-0.2
CN1CCC[C@@H]1CCO[C@](C)(c1ccccc1)c1ccc(Cl)cc1,102&102,0.7&0.7
COc1cc(Cl)c(C)cc1NC(=O)c1cnc(N2CCOCC2)c2ccccc12,103,-1
Cc1nc2nc(SCc3ccc(F)cc3Cl)nn2c(C)c1Cc1ccccc1,112,0.7
CCOC(=O)N1CCc2[nH]c3ccccc3c2C1,87,-1.6
Cc1cccc2sc(N(Cc3cccnc3)C(=O)c3ccco3)nc12,109,0.5
Cc1ccc(C)c(Cn2c(=O)cc(C)c3c(C)nn(C)c32)c1,110,0.9
Cc1ccc(-c2cn(-c3cccc(Cl)c3)c(S(=O)(=O)CC(=O)Nc3cccc(C)c3)n2)cc1,103,-0.5
CCCN(CCC)S(=O)(=O)c1ccc2c(c1)CCN2C(=O)CC,101,0
CCOc1ccc(-c2nc(CSCC(=O)N3CCN(c4cccc(C(F)(F)F)c4)CC3)c(C)o2)cc1,104,0.2
COC(=O)c1ccc(NC(=O)NCCn2nnc3cc(S(=O)(=O)N(C)C)ccc32)cc1,104,-0.5
Cc1ccc2cc(CN(Cc3ccccc3)S(C)(=O)=O)c(=O)[nH]c2c1,103,0.4
CCN(CC)CCNC(=O)c1cc(-c2ccc(Br)s2)nc2ccccc12,104,-0.4
CSc1ccc(S(=O)(=O)N2CC(=O)Nc3ccccc32)cc1,104,0.7

Complete entries from above. Order of values: Polio RdRp inh | Polio RdRp inh FP z-score
Cc1ccc2cc(CN(Cc3ccccc3)S(C)(=O)=O)c(=O)[nH]c2c1 as listed: 103 | 0.4
CCN(CC)CCNC(=O)c1cc(-c2ccc(Br)s2)nc2ccccc12 as listed: 104 | -0.4
CCOC(=O)N1CCc2[nH]c3ccccc3c2C1 as listed: 87 | -1.6
CCCN(CCC)S(=O)(=O)c1ccc2c(c1)CCN2C(=O)CC as listed: 101 | 0
COC(=O)c1ccc(NC(=O)NCCn2nnc3cc(S(=O)(=O)N(C)C)ccc32)cc1 as listed: 104 | -0.5

The list goes on.
Compound,Polio RdRp inh,Polio RdRp inh FP z-score
O=C(O)c1c(Cl)nc2ccccn12,100,-0.7
Oc1[nH]c2ccccc2c1C=NCCCN1CCOCC1,100,0
O=C(Nc1ccccc1N1CCCC1)c1cccs1,99,-0.9
COC(=O)Nc1ccc(S(=O)(=O)Nc2cc(OC)nc(OC)n2)cc1,100,0.1
O=C(CNc1cccc(Oc2ccccc2)c1)N1CCc2ccccc21,100,-0.5
Cc1cccc(NC(=O)CSc2nc3c(oc4ccccc43)c(=O)n2-c2ccc(F)cc2)c1,104,0.1
Oc1cc(Cc2ccccc2)cnc1CN1CCOCC1,102,-0.2
N#CSC12CN3CN(CN(C3)C1)C2,99,-0.6
Cc1ccc(-n2c(=O)c(C#N)cc3c(=O)n4ccccc4nc32)cc1,104,0.4
O=C(COc1ccc2ccccc2c1)NCc1ccc2c(c1)OCO2,100,-0.3
CC(=O)N1CCc2cc(S(=O)(=O)NC(CC(C)C)C(=O)NCCc3ccc(C)cc3)ccc21 (configuration not stated),107,0.6
Cc1cc(C)c(C)c(S(=O)(=O)N2CCC(C(=O)N(C)Cc3nc4ccccc4c(=O)[nH]3)CC2)c1C,102,-0.3

Shown field by field: part of the list above.
O=C(Nc1ccccc1N1CCCC1)c1cccs1
  Polio RdRp inh: 99	Polio RdRp inh FP z-score: -0.9

COC(=O)Nc1ccc(S(=O)(=O)Nc2cc(OC)nc(OC)n2)cc1
  Polio RdRp inh: 100	Polio RdRp inh FP z-score: 0.1

New compounds follow.
Compound,Polio RdRp inh,Polio RdRp inh FP z-score
COc1cccc(-c2cc(C(=O)NCCCN3CCOCC3)on2)c1,104,1.2
CCc1ccc(NS(=O)(=O)c2cccs2)cc1,101,-0.2
Cc1ccc2[nH]c(CSc3nnc(NC(=O)COc4ccccc4)s3)cc(=O)c2c1,109,0.7
Cc1cc(=O)[nH]c(SCC(=O)C23CC4CC(CC(C4)C2)C3)c1C#N,101,0
COc1ccc(C)cc1NC(=O)Cn1c(=O)c(C(F)(F)F)nc2ccccc21,115,1.7
Cc1cc(Cl)ccc1OC(C)C(=O)N1CCc2ccccc21 (configuration not stated),92,-0.8
CCN1C(=O)c2ccccc2Sc2ccc(NC(=O)Nc3ccc(Br)c(C)c3)cc21,104,-0.8
Cc1cc(N2CCCCC2)nc2ccc(NC(=O)/C=C/c3ccc(OC(C)C)cc3)cc12,106,0.3
COc1ccc(-c2nc(C#N)c(NCc3ccccc3)o2)cc1,99,-0.1
O=C(O)c1cccc(N2CCCC2=O)c1,103,0.5
CCCN1CCN(CC(=O)NC(C)c2ccccc2)CC1 (configuration not stated),101,-0.5
Cc1cccc(NC(=S)N=Nc2c(O)n(CN3CCOCC3)c3ccccc23)c1C,101,0.1
Cc1ccc(NC(=O)c2cc(S(=O)(=O)N3CCOCC3)c(Cl)cc2Cl)cc1,103,0.1
O=C(CN1C(=O)COc2ccccc21)NCCc1ccc(Cl)cc1,110,0
O=C(Cn1c(=O)oc2ccccc21)N(Cc1ccco1)CC1CCCO1 (configuration not stated),101,0.3
COC(=O)C(O)(c1c(C)nn(-c2ccccc2)c1N)C(F)(F)F (configuration not stated),100,0
O=C(Nc1c2c(nn1-c1ccccc1)CS(=O)C2)C12CC3CC(CC(C3)C1)C2 (configuration not stated),99,-1.3
C=C(C)CSc1nc(-c2ccccc2)cc(-c2ccc(OC)cc2)c1C#N,104,-0.3
CCOc1ccc(N(CC(=O)NCc2ccc(C)cc2)S(=O)(=O)c2c(C)noc2C)cc1,109,0.8
CNC(=O)C1CCCN(c2nn3c(=O)cc(C)nc3s2)C1 (configuration not stated),99,-0.4
CC(=O)c1ccc(NC(=O)c2nc3ccccc3nc2N2CCCCC2)cc1,111,0.9
COC(=O)c1cnc(N)s1,102,-0.2
Cc1ccc(NC(=O)CCN2CCCCC2)cc1,108,0.5
COC(=O)c1cc(C(=O)OC)cc(-n2c(C)cc(C3=NNC(=Nc4ccc(OC)cc4)SC3)c2C)c1,104,0.3
CN1c2ccccc2-c2nc3ccccc3n2C1c1ccncc1 (configuration not stated),104,0.4
COc1ccc2c(c1)c(CC(=O)O)c(C)n2C(=O)c1ccc(Cl)cc1,100&99&100&100,-0.1&0.1&-0.1&0.1
CCc1ccccc1NC(=O)Cn1c(=O)n(-c2ccc(C)cc2)c(=O)c2c1c1cc(C)ccc1n2C,109,0.6
Cc1nn(Cc2nc(-c3ccc4c(c3)OCO4)no2)c(C)c1Br,102,0.2
Cc1sc(-n2cccc2)c(C(C)NC(=O)Nc2ccccc2Cl)c1C (configuration not stated),109,-0.2
O=C(Nc1ccc(F)cc1Cl)C1Cc2ccccc2N1C(=O)c1ccccc1 (configuration not stated),106,0
COc1cc(C(=O)OCc2ncc(-c3ccccc3)o2)cc(OC)c1C,100,-0.1
O=C(c1ccc(F)cc1)n1nc(-c2ccccc2)nc1NCc1ccc(F)cc1,102,-0.4
CCCNS(=O)(=O)c1ccc2c(c1)CCCC(=O)N2,101,-0.2
Cc1nc(Cc2nnc(SCc3nc4ccccc4o3)o2)cs1,162,5.8
O=C(O)Cn1ccc(=O)[nH]c1=O,102,0.1
CCOc1ccc(CCNC(=O)c2cn(CC(C)C)c(=O)c3c2c2ccccc2n3C)cc1OCC,101,0.1
O=C(CSc1n[nH]c(-c2ccccc2Cl)n1)NCCCc1ccccc1,107,-0.2
COC(CNC(=O)C1CCC(=O)N1Cc1ccc(C)cc1)OC (configuration not stated),103,0.8
O=C(Cc1c[nH]c2ccccc12)OCC(=O)N1CCCc2ccccc21,104,0.2
Nc1nonc1-n1nnc(CO)c1CO,102,0.1
CCOC(=O)Cn1c(C)cc(=O)c2cccc(OC)c21,100,-0.3
Cc1cc(O)c(CN2CCN(S(=O)(=O)c3cccc(Br)c3)CC2)cc1C,94,-1.5
Cc1nc2ccccc2c(=O)n1-c1ccc(Cl)cc1,108,0.7
CSc1sc(C(=O)NN=NC(C)C)c2c1C(O)CCC2 (configuration not stated),101,-0.2
O=C(CCC(=O)N1CC2CC(C1)c1cccc(=O)n1C2)N1CCCCCC1 (configuration not stated),101,-0.5
O=C(NCc1ccccc1)c1ccc(N2C(=O)Cn3c(cc4sccc43)C2=O)cc1,101,-1.1
COC(=O)C(O)(CC(=O)c1ccc(C(C)C)cc1)C(F)(F)F (configuration not stated),100,-0.4
CCC1=NN(C(=O)Cc2ccccc2)C(O)(c2ccccc2)C1 (configuration not stated),101,-0.1

A few values from the results shown.
In Polio RdRp inh FP z-score, O=c1cc(-c2ccccc2)[nH]c2nc3ccccc3n12 has the entry -0.6
In Polio RdRp inh FP z-score, O=C(O)c1cccc(N2CCCC2=O)c1 has the entry 0.5

(more compounds)
Compound,Polio RdRp inh,Polio RdRp inh FP z-score
CCCCn1c(N)c(N2CCOCC2)c(=O)n(CC(=O)Nc2ccc(S(=O)(=O)N(CC)CC)cc2)c1=O,104,-0.2
Cc1nnc(SCC(=O)O)s1,104,0.1
C/C(=N\NC(N)=O)C1CC(CC(C)C)C(=O)O1 (configuration not stated),102,0.2
O=c1c2ccccc2n2c(-c3ccccc3)nnc2n1CCc1ccccc1,104,0.4
Cc1ccc(S(=O)(=O)NCc2ccc(C(=O)N3CCN(c4ccccn4)CC3)cc2)cc1,100,-0.3
